# KDM5B inh: Primary screen for KDM5B Histone Demethylases FDH-coupled qHTS; Lysine-specific demethylase 5B (Homo sapiens), Q9UGL1; KDM5B demethylase, FDH-coupled NADH fluorescence (FDH is formaldehyde dehydrogenase); Potency, µM (doses to about 57.7 µM), for inactives: top-dose activity change, negative = inhibition, actives largely listed as inhibitors; actives 2.6% (n = 220,000); active = well fitted inhibition curve with a large enough effect; inconclusive = small, poorly fitted or top-dose-only effect; inactive = no such curve, though single readings can be large or run the other way; note: 0% is about no effect; nearly all actives have a fitted effect of over 70% in size
# Target sequence (Q9UGL1 whole entry, looked up): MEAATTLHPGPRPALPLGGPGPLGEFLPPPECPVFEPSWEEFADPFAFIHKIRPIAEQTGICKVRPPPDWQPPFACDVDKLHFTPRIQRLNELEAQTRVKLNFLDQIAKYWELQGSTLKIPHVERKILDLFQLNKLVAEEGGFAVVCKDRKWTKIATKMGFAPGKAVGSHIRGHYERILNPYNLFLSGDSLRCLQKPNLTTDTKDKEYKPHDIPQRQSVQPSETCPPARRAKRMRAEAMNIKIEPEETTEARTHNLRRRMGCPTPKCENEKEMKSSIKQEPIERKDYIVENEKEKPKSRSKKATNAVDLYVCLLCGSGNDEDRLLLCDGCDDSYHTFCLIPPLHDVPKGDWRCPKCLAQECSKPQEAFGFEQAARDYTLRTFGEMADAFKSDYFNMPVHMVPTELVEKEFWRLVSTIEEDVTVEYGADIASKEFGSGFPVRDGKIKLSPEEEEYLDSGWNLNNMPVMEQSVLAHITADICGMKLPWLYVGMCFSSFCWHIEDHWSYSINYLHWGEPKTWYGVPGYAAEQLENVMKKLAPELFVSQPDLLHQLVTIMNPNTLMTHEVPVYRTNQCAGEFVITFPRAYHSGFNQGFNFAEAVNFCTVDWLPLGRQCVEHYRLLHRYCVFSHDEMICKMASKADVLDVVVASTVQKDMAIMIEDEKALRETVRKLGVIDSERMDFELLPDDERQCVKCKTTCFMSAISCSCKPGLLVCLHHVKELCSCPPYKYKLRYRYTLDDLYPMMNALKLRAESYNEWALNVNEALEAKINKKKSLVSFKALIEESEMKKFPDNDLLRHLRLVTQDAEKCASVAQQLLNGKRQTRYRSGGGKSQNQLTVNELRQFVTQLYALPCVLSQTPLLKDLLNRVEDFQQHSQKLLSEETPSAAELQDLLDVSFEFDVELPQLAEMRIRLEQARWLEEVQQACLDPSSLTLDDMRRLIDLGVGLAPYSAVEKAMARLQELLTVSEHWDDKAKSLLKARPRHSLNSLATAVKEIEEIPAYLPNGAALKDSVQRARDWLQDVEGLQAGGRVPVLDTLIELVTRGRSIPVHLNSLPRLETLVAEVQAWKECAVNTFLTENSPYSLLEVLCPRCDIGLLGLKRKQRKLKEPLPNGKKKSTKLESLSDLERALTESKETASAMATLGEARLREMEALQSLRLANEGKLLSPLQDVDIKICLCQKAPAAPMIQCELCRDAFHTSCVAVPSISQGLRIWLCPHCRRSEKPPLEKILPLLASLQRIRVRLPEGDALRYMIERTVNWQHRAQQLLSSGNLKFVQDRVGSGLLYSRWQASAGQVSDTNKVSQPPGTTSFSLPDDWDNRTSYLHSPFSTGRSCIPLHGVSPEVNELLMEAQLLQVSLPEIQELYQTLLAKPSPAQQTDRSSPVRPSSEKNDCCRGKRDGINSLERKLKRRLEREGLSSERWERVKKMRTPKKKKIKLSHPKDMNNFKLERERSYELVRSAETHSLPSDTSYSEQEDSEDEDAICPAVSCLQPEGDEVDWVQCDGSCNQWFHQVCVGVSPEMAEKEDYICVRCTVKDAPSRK
#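 qHTS format, multiple compound concentrations. Buffer 50 mM HEPES pH 7.5/0.01% Tween-20; 200 nM KDM5BΔAP final; 10 min compound preincubation; substrate-mix levels 12.5 µM peptide, 25 µM α-KG, 0.25 mM NAD⁺; 30 min RT; ΔRFU.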
# The depositor's hits bear a star; ? = inconclusive; [ ] = another dose, or the depositor's remark. Potency is the fitted concentration of half-maximal effect. An excerpt; count on the stated rates, not on these rows.
SMILES,KDM5B inh
Cc1cccc(Nc2nc3ccccc3nc2NS(=O)(=O)c2cccc(Cl)c2)c1,-19%
Clc1ccc(-c2nnc3ccc(SCc4ccco4)nn23)cc1,7%
CCN(CCO)C(=O)CCOc1ccccc1,18%
CCN1CCc2c(sc(NC(=O)CSc3ccccc3)c2-c2nc3ccccc3s2)C1,8%
O=C(Cc1ccccc1Cl)NC1CCN(c2cc(-c3ccc(F)cc3)[nH]n2)C1 (stereo not given),?
COCc1nc(C2CCCN(C(=O)C3CCC3)C2)no1 (stereo not given),28%
Cc1cc(Nc2ccc(Br)cc2)n2nc(-c3ccccc3C)nc2n1,-11%
O=C(Nc1cccc(F)c1)C1=NO[C@@H]2CN(c3ccccn3)C[C@H]12,-8%[86.2 µM]
Cc1csc(NC(=O)c2[nH]c3c(c2C)C(=O)CC(C)(C)C3)n1,5%
COCCc1noc(C2CCCN(C(=O)Cn3ncc4ccccc4c3=O)C2)n1 (stereo not given),44%[activator]
C[C@@H](NC(=O)c1nc2ccccc2[nH]1)c1onc(-c2ccc(F)cc2)c1C(=O)O,35µM*
Cc1ccc(-c2noc([C@@H]3Cc4nc[nH]c4CN3Cc3cccc(C#N)c3)n2)cc1,?
COCC(=O)N1CCC(Oc2ccc(C(=O)N(C)C)cn2)CC1,7%
CCN(CC)c1ccc(S(=O)(=O)N(CC)CC)cc1NC(=S)Nc1cccnc1,-16%
COc1ccc2nc3oc(C(=O)N4CCN(c5cc(C)ccc5C)CC4)cc3cc2c1,?
CC(C)Cc1cc(C(=O)Nc2ccc(Br)cc2)no1,-2%
Cc1ccc(NC(=O)C2CCN(C(=O)c3cnn(-c4ccccc4)c3-n3cccc3)CC2)cc1,?
COc1cccc(Oc2coc3cc(OC(=O)c4cccc(OC)c4)ccc3c2=O)c1,9%
CN(C)[C@@H]1CN(C2CCSCC2)CC[C@@H]1CNC(=O)C1CC1,?
COc1cccc(/C=C/C(=O)N2CC(C)OC(C)C2)c1OC (stereo not given),-1%

# Arranged by SMILES length (smallest number first): 6 of the compounds above.
SMILES,KDM5B inh
Clc1ccc(-c2nnc3ccc(SCc4ccco4)nn23)cc1,7%
Cc1cc(Nc2ccc(Br)cc2)n2nc(-c3ccccc3C)nc2n1,-11%
CCN(CC)c1ccc(S(=O)(=O)N(CC)CC)cc1NC(=S)Nc1cccnc1,-16%
O=C(Cc1ccccc1Cl)NC1CCN(c2cc(-c3ccc(F)cc3)[nH]n2)C1 (stereo not given),?
Cc1ccc(-c2noc([C@@H]3Cc4nc[nH]c4CN3Cc3cccc(C#N)c3)n2)cc1,?
Cc1ccc(NC(=O)C2CCN(C(=O)c3cnn(-c4ccccc4)c3-n3cccc3)CC2)cc1,?

# Additional entries follow.
SMILES,KDM5B inh
CC(C)N(Cc1ccccc1)S(=O)(=O)c1cccc2nsnc12,-17%
NNC(=O)C(=O)Nc1ccc(O)cc1,30%
CCOC(=O)c1cccc(NC(=O)c2cc3c(-c4cccc(OC)c4)nn(C)c3s2)c1,?
COC(=O)[C@@H](Cc1cccnc1)NC(=O)[C@H]1CN(S(=O)(=O)c2ccccc2)CCN1C(=O)N1CCOCC1,-19%
CC(=O)Nc1ccc(N/C=C2/CCCC2=O)cc1,-3%
CN(CCc1ccncc1)C(=O)CCc1ccnc(N2CCOCC2)c1,?
CSCCCNC(=S)Nc1cccc(Br)c1,10%
COc1ccccc1N1CCN(c2cc(C)nc3nc(-c4ccc(C)cc4)nn23)CC1,5%
Cc1ccc(/C(O)=C/c2nc3cc(C)ccc3oc2=O)cc1,-5%
FC(F)(F)c1cccc(-n2cc(-c3ccccc3)c3c(N4CCCCC4)ncnc32)c1,-8%
CC(C(=O)NCc1ccccc1)C1CCOCC1 (stereo not given),?
COc1cccc(CN2CCCC3(CN[S+](=O)([O-])c4ccccc4N3)C2)c1 (stereo not given),-17%
CCOC(=O)c1c(C)[nH]c(-c2ccccc2)c1-c1ccccc1,?
CC(=O)Nc1ccccc1-c1c(C)nn2c1N(C(=O)Cc1ccccc1)CCC2,14%[86.2 µM]
Cn1nc(C(=O)Nc2ccccc2C(=O)NCC(F)(F)F)c2ccccc2c1=O,31%[activator]
CCOc1ccc(C(=O)Nc2ccc(S(=O)(=O)Nc3nccc(C)n3)cc2)cc1OCC,15%
Clc1ccc(C2Cn3nnc(-c4nc(C5CC5)no4)c3CO2)cc1 (stereo not given),-21%
O=S1(=O)c2ccccc2N(Cc2ccccc2)c2ccccc21,-25%
O=C(COC(=O)c1ccc2ccccc2n1)Nc1ccccc1F,-13%
COc1cc(CN2CCCCCC2c2ccccc2Cl)ccc1OCC(N)=O (stereo not given),-10%
COc1cccc(C2Nc3ccccc3-c3nnc(SCc4ccccc4)nc3O2)c1OC (stereo not given),-6%
CC(Oc1c(F)c(F)c(F)c(F)c1F)C(=O)c1c[nH]c2ccccc12 (stereo not given),4%
CSc1ccc(CCNc2ncnc3onc(-c4ccc(Cl)cc4)c23)cc1,-27%
COC(=O)c1cnc(/C=C/c2cccc(OC(C)C(=O)O)c2)s1 (stereo not given),?
COCCNC(=O)c1ccc2c(c1)N(C)C(CC(=O)Nc1ccc(C)nc1)CO2 (stereo not given),?
CC(C)c1noc(-c2cccn3c(CNC(=O)c4cccnc4)nnc23)n1,?
COCc1nncn1C1CCN(S(=O)(=O)c2ccccc2Cl)CC1,12%
Cc1ccc(C(=O)N2CCN(c3cc(-c4cccs4)[nH]n3)CC2)cc1,?
CCC(=O)N1CCc2c(C(=O)NCc3cccc(F)c3)cccc21,19%
COc1ccc(-c2cc3n(n2)CC(C)(C(=O)NCc2ccccc2)N(Cc2ccco2)C3=O)cc1 (stereo not given),-5%
CCCCCCn1c(COc2ccccc2F)nnc1SCc1ccc(C(C)(C)C)cc1,-12%
COc1ccc(OC)c(NC(=O)N2CCC(CN3CCCCC3)CC2)c1,6%
CCN1CCCN(C(=O)c2ccco2)CC12CCOCC2,-37%
CSc1ccc(/C=C(/C#N)C(=O)Nc2ccccc2Br)cc1,9%
Cc1ccc(CNc2nc3ccccc3nc2NS(=O)(=O)c2ccc(F)cc2)cc1,10%
C[S+](=O)([O-])N1C[C@H](C(=O)Nc2cccc(Cl)c2)C[C@@H]1c1ccc(F)cc1,-22%[86.2 µM]
CC(=O)c1ccc(OCc2cc(C(=O)NC(C)c3cnn(C)c3)no2)cc1 (stereo not given),8%
O=C(Cn1ccn2nc3c(c2c1=O)CCCC3)NC1CCCC1,?
COc1ccc2nc(C[C@@H]3C[C@@H](C(C)C)[C@H](CNCc4ccc(NC(C)=O)cc4)C=C3C)[nH]c2c1,-26%
CCN(C(=O)CN1C(=O)NC2(CCC(C(C)(C)C)CC2)C1=O)c1cccc(C)c1 (stereo not given),-16%
CCCCn1nc(C(=O)NCCc2cccs2)c2ccccc2c1=O,12%
COCCc1noc([C@@H]2CN(C3CCCC3)C[C@H]2CO)n1,8%
CCCN1CCC2(Cc3ccccc3CN([S+](=O)([O-])c3ccccc3)C2)C1 (stereo not given),2%[115 µM]
N#CC1=C(NC(=O)c2ccccc2)CCC(C#N)(c2ccccc2)C1 (stereo not given),4%
COc1cc2c(cc1OC)C(C[C@H]1CN(C(=O)Nc3ccc(Cl)cc3)CC[C@H]1CC(=O)O)=NCC2,28µM*
COc1ccc(C(=O)N2C(C(=O)N3CCCC3)COC23CCN(C(=O)C2CCC2)CC3)cc1 (stereo not given),-25%
COc1ccc2oc(=O)c(-c3csc(Nc4ccc(Cl)cc4)n3)cc2c1,-5%
COc1ccc(OCC(=O)OCc2cc(=O)n3nc(C4CC4)sc3n2)cc1,-19%
CCN(CC)Cc1cnc2c(C(=O)NC(C3CC3)C3CC3)cnn2c1,-20%
CC(c1n[nH]c(=O)n1CCc1ccccc1F)n1cccn1 (stereo not given),37%
Cn1cc(CN2CCCCCNC(=O)[C@@H]3CCC[C@@H]32)c2ccccc21,?
CC(C)c1noc(-c2cn(C3CCCN(C(=O)c4cccc(Cl)c4)C3)nn2)n1 (stereo not given),-1%
COc1ccc(-c2cc(NC(=O)c3c(C)noc3C(C)C)ccc2OC(F)F)cc1,1%
CCc1nn(CCCC(=O)NCc2ccccc2Br)c(=O)c2cc3occc3n12,5%
CCN1C(=O)CCc2cc(NS(=O)(=O)c3c(C)cc(C)cc3C)ccc21,-9%
Cc1cccc(OCCN)c1,14%
O=C1CCN(C(=O)c2cccnc2)CCCC(C(=O)NCCc2ccccc2)CCN1 (stereo not given),21%
Cc1ccc(C(=O)Nc2ccc(Cl)c(C(F)(F)F)c2)c(Cl)c1,8%
CCC1Oc2nc(SC)nnc2-c2ccccc2N1C(C)=O (stereo not given),8%
Cc1oc(C(C)(C)C)cc1C(=O)Nc1ccc(N2CCOCC2)cc1,-6%
# Remaining list, next part
SMILES,KDM5B inh
N#Cc1c(NC(=O)c2ccnn2C(F)F)sc2c1CCC2,-26%
C[C@@H]1C(=O)O[C@H]2[C@H]1CC[C@@]1(C)Cc3sc(NC(=O)c4ccc(F)c(Cl)c4)nc3[C@@H](C)[C@H]21,28µM*
Cn1c(C(=O)N2CCN(c3ccccn3)CC2)cc2c1CCN(Cc1ccccc1)C2,?
O=C(Cc1ccccc1)Nc1sc2c(c1C(=O)Nc1ccc(Br)cc1)CCCC2,?
O=C(CCC1CCCCC1)NCC1CC2c3ccccc3C1c1ccccc12 (stereo not given),-8%
COCCN1CCCCCC(O)c2cc(C(=O)N3CCN(c4ncccn4)CC3)ccc21 (stereo not given),?
COc1ccc(CCNC(=O)C[C@@H]2c3nc(NC(=O)CC(C)(C)C)sc3C[C@@H]3[C@](C)(CO)[C@H](O)CC[C@]32C)cc1OC,2%
CCc1cccc(C)c1NC(=O)/C=C/c1cccs1,40%[activator]
O=C1NCCCN1C1CCN(Cc2ccncc2)CC1,-20%[86.2 µM]
COC(=O)Cc1c(OC)ccc2cc(Br)ccc12,-8%
O=C([C@@H]1C[C@@H](c2ccc(F)cc2)N(Cc2ccccc2)C1)N1CCN(c2ccccn2)CC1,?
Cc1ccc(NC(=O)N2CCN(Cc3ccc(Cl)s3)CC2)cc1,-2%
CCOc1ccccc1NC(=O)CN1CCN(S(=O)(=O)c2ccc(Br)cc2)CC1,-5%
CCCCc1ccc(NC(=O)CN2C(=O)C(c3ccccc3)=NC23CCCC3)cc1,?
Cc1cc(C)cc(NC(=O)C2CCN(S(=O)(=O)c3cn(C)cn3)CC2)c1,7%
COc1ccc(-n2c(SCC(=O)Nc3cc(Cl)ccc3OC)nc3c(c2=O)SCC3)cc1,8%
Fc1ccc(-c2ccc(CNCCSc3nnnn3-c3ccccc3)o2)cc1Cl,?
O=[S+]([O-])(Nc1ccccc1)c1ccc2c(c1)OCCN(Cc1ccccc1F)C2,-10%[86.2 µM]
CC1CCC(NC(=O)c2ccc3c(c2)N(Cc2cccc(Cl)c2)C(=O)c2ccccc2S3=O)CC1 (stereo not given),0%
COC(=O)C1=C(C)N(C(C)C)C(=O)C1(NC(=O)c1ccc(C(C)(C)C)cc1)C(F)(F)F (stereo not given),5%[11.5 µM]

# Sorted by the number under KDM5B inh (largest number first): some entries from above.
SMILES,KDM5B inh
Cc1cccc(OCCN)c1,14%
COc1cc(CN2CCCCCC2c2ccccc2Cl)ccc1OCC(N)=O (stereo not given),-10%
CCN(CC)c1ccc(S(=O)(=O)N(CC)CC)cc1NC(=S)Nc1cccnc1,-16%

# Back to the main list; the 3 compounds before the break are reprinted first.
SMILES,KDM5B inh
O=[S+]([O-])(Nc1ccccc1)c1ccc2c(c1)OCCN(Cc1ccccc1F)C2,-10%[86.2 µM]
CC1CCC(NC(=O)c2ccc3c(c2)N(Cc2cccc(Cl)c2)C(=O)c2ccccc2S3=O)CC1 (stereo not given),0%
COC(=O)C1=C(C)N(C(C)C)C(=O)C1(NC(=O)c1ccc(C(C)(C)C)cc1)C(F)(F)F (stereo not given),5%[11.5 µM]
COc1ccc(-c2nc3n(n2)C(c2cccc(C)c2)C(C(N)=O)=C(C)N3)cc1OC (stereo not given),-3%
COc1ccc([N+](=O)[O-])cc1NC(=O)c1csc(C)c1,-4%
CSc1ccc(CCNC(=O)Cn2ncc3c(=O)oc4ccccc4c32)cc1,-14%
CCOC(CNC(=O)Cn1nc(Cc2ccncc2)c2ccccc2c1=O)OCC,29%
O=C1NCCC[C@@H]1NC(=O)[C@H]1CN(C(=O)c2cccc(F)c2)CCN1C(=O)c1cccs1,-6%
C1CCC(CNCCN2CCNCC2)CC1,-2%
COc1ccc(C(=O)N2CCN(c3cc(-c4cccs4)[nH]n3)CC2)cc1,?
COC(=O)c1ccc(C(=O)OC)c(NC(=O)c2ccc(-c3ccccc3)s2)c1,-27%
Cc1ccc(-c2cnn3c(N4CCN(CCO)CC4)cc(C)nc23)cc1,7%
Cc1ccc(C)c(S(=O)(=O)N2CCN(C(=O)CNC(=O)c3sc4ccccc4c3Cl)CC2)c1,-20%
Cc1cccc(C)c1NC(=O)CN1CCC(C(=O)N2CCCCCC2)CC1,4%
COc1ccc(CNc2cc(C)ccn2)cc1,2%
O=[S+]([O-])(c1ccccc1)N1CC2(COCCN(Cc3cc(F)ccc3F)C2)C1,-13%[86.2 µM]
CCc1noc2ncnc(N3CCCC(C(=O)NCCc4ccc(SC)cc4)C3)c12 (stereo not given),-21%
O=S(=O)(Nc1cccc(-c2cn3c(n2)SCC3)c1)c1ccccc1F,10%
O=C1NC(=O)C(Cc2cccc(Oc3ccccc3)c2)S1 (stereo not given),33%[activator]
O=c1c2ccccc2oc2cc(OCc3ccc(F)cc3)cc(O)c12,-2%

# Screening results deposited in PubChem by National Center for Advancing Translational Sciences (NCATS).
